Screens as filed in PubChem BioAssay.
TRPV1 ag – activates the human vanilloid receptor TRPV1; Q8NER1; TRPV1-expressing cells, Fluo-8 calcium influx, agonist mode; activation, % at 8.33 µM; 0.19% of 320,000 active; AID 540275; in the data active = activation above about 80%; inconclusive = between about 30% and that limit; note: 0% is about no effect
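TRPV1-expressing cells were cultured overnight at 35.5C and loaded with Fluo-8 calcium dye for 40 to 90 min at room temperature. After a 10 s baseline, compound was added and calcium influx was read kinetically for 3 min (ex 480/em 520 nm).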
RORgamma inh – blocks mouse ROR gamma transcriptional activity | Drosophila S2 Gal4-RORgamma UAS-luciferase reporter, 20 h | Potency, µM (doses to about 53.6 µM), inactives show at the highest dose activity change, negative = inhibition, most hits filed as inhibitors | 5.4% of 310,000 active | AID 2551; note: potency is the fitted concentration of half-maximal effect; % is set by controls: 0 for no effect and ±100 for the full control effect; nearly all actives have a fitted effect of over 60% in size
Target sequence (P51450 whole entry, looked up, the tested form may be a part): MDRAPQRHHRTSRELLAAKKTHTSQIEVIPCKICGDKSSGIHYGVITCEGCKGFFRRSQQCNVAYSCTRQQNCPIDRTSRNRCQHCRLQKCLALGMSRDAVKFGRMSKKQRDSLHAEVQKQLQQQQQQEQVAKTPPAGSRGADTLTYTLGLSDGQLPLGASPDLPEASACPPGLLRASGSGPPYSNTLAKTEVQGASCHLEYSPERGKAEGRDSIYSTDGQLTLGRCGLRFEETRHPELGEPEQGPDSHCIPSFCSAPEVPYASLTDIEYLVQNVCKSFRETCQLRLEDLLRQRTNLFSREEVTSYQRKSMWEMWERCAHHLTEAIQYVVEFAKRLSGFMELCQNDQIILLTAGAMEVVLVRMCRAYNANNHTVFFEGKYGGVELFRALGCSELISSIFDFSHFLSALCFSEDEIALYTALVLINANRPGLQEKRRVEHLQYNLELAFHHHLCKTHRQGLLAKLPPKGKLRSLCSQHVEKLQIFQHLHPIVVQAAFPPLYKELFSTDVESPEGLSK
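Drosophila Schneider cells stably carrying a metallothionein-driven Gal4 DBD–ROR gamma fusion and a UAS-Photinus luciferase reporter were exposed to compound for 1 hr, then induced with copper sulfate (700 uM final) for 20 hr at ambient temperature before luminescence reading.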
ELG1 repair inh – blocks ELG1-dependent DNA repair in HEK293T cells | HEK293T ELG1-luciferase reporter, luminescence, 16 h; DNA damage induced by 5-fluorouridine | Potency, µM (series often up to 46.1 µM), for inactives: at the highest dose activity change, negative = inhibition, hits mostly inhibitors | 2.3% of 330,000 active; note: potency is the fitted concentration of half-maximal effect; % is set by controls: 0 for no effect and ±100 for the full control effect; nearly all actives have a fitted effect of over 55% in size
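Cells (2,000 per well) received 5-fluorouridine plus test compound or DMSO and were incubated 16 hr at 37 °C, 5% CO2. Luciferase activity was read by luminescence 30 min after ONE-Glo addition; signal suppression marked inhibition of damage-induced ELG1 function.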
Rab9 prom act – activates the Rab9 promoter; Huh7 Rab9 promoter-luciferase reporter, luminescence, 24 h; Potency, µM (series often up to 9.22 µM), for the others: top-dose activation, negative = inhibition, most hits filed as activators; 2.8% of 320,000 active; note: potency is the fitted concentration of half-maximal effect; % of control where 0% means no effect; nearly all actives have a fitted effect of over 60% in size
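Steps: seed 1500 Huh7 Rab9-luc cells per well, rest 2 h at 37 °C; add compound in DMSO; incubate 24 h; add luciferase reagent, 10 min ambient; read luminescence.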
BRCA1 expr up – increases BRCA1 expression. MCF7-BRCA1-FFLuc reporter, luminescence, 48 h; response scale: scaled: vehicle 0%, 10 µM genistein 100%. Potency, µM (highest dose often 46.1 µM), for inactives: at the highest dose activation, hits mostly activators. 1.1% of 380,000 active; note: potency is the fitted concentration of half-maximal effect; nearly all actives have a fitted effect of over 80% in size; some results filed as inactive show a strong effect at the top dose
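Compounds are tested at multiple concentrations on MCF7 BRCA1-luciferase reporter cells seeded at 2000 per well; after 48 h, a single luminescence end-point is taken and curves fitted to the normalized data.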
Tb PFK inh – blocks T. brucei phosphofructokinase; 0.17% of 330,000 active; O15648; T. brucei PFK, ADP-Glo luminescence; Potency, µM (series often up to 57.5 µM), for inactives: at the highest dose activity, negative = inhibition, hits mostly inhibitors;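 note: potency is the fitted concentration of half-maximal effect; 0% = uninhibited 1x PFK enzyme wells and -100% = no-enzyme wells; nearly all actives have a fitted effect of over 60% in size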
Target sequence (O15648 whole entry, looked up): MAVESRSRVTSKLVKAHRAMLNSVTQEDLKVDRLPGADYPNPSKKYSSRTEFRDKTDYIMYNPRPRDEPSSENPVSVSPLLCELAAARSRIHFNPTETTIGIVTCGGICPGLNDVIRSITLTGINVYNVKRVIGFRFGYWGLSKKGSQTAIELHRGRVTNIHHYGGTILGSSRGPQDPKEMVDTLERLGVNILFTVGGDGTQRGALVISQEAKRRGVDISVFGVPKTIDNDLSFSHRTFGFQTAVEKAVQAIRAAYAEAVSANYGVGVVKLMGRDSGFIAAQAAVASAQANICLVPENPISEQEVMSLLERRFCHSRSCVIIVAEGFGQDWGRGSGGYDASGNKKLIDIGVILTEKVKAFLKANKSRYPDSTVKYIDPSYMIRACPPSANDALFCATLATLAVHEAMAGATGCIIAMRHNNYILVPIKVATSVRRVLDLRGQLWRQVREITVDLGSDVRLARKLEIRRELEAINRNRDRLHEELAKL
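Luminescent ADP detection (ADP-Glo, two-step: ATP depletion then ADP-to-ATP conversion for luciferase) reported PFK activity after 45 min room-temperature reaction of 1.25 nM enzyme with 0.5 mM F6P and 0.1 mM ATP at pH 8.0.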
Gal4-VP16 FLuc – Gal4-VP16 reporter inhibition counter-screen. Drosophila S2 Gal4-VP16 UAS-luciferase, luminescence, 20 h. Potency, µM (top dose mostly 53.6 µM), for inactives: at the highest dose activity, negative = inhibition, usual class: inhibitors. 3.5% of 310,000 active. AID 2546;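 note: Gal4-VP16 expression switched on by copper sulfate through the metallothionein promoter; potency is the fitted concentration of half-maximal effect; % is set by controls: 0 for no effect and ±100 for the full control effect; nearly all actives have a fitted effect of over 50% in size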
NPC1 promoter act – activators of NPC1 promoter. 2.4% of 320,000 active. Potency, µM (series often up to 9.22 µM), inactives show top-dose activation, most hits filed as activators. Huh7 NPC1 promoter luciferase reporter, 24 h;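 note: potency is the fitted concentration of half-maximal effect; % of control where 0% means no effect; nearly all actives have a fitted effect of over 60% in size; reporter is driven by a mutant NPC1 promoter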
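Compounds in DMSO were transferred onto Huh7 NPC1-luciferase reporter cells pre-incubated 2 h; after 24 h at 37 °C, Amplite reagent was dispensed and luminescence recorded 10 min later.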
FLuc counter – counter-screen for miR-21 project: firefly luciferase inhibitors or activators; 6.9% of 360,000 active; purified FLuc, Km substrates, luminescence inhibition; P08659; Potency, µM (titrated, usually from 57.5 µM), without a hit: at the highest dose activity change, negative = inhibition, most hits filed as inhibitors;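 note: potency is the fitted concentration of half-maximal effect; plate controls were vehicle for no effect and reference inhibitor for full effect; nearly all actives have a fitted effect of over 55% in size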
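Biochemical qHTS of compounds, final roughly 60 µM downward over six points, against 10 nM purified firefly luciferase using Km concentrations of substrates (10 uM D-luciferin, 10 uM ATP) in Tris acetate pH 7.5 buffer; luminescence output.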
ELG1 genotoxic – inducers of genotoxicity in HEK293T ELG1-luciferase cells; HEK293T ELG1-luciferase reporter, luminescence, 16 h; Potency, µM (highest dose often 46 µM), without a hit: at the top dose activity change, positive = activation, most hits filed as activators; 1.3% of 330,000 active; AID 504466; note: potency is the fitted concentration of half-maximal effect; % of control where 0% means no effect; nearly all actives have a fitted effect of over 60% in size
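Step 1: seed 2,000 HEK293T ELG1-luciferase cells per well. Step 2: add compound or DMSO, incubate 16 hr at 37 °C. Step 3: ONE-Glo, 30 min at room temperature, read luminescence.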
p53 reactivation – re-activators of mutant p53 | AID 504706 | H1299 p53-A138V BP100-luciferase reporter, luminescence, 24 h | Potency, µM (series often up to 92.2 µM), inactives show top-dose activity change, positive = activation, hits mostly activators | 0.063% of 320,000 active; note: potency is the fitted concentration of half-maximal effect; % of control where 0% means no effect; nearly all actives have a fitted effect of over 45% in size
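p53-null H1299 cells stably carrying temperature-sensitive p53-A138V and a BP100-luciferase reporter were pinned with compounds (4-point, 1:5 series) and held 24 hrs at 37 deg C. Luminescence was read 10 min after detection reagent.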
* = called active by the depositor; u = inconclusive; x = no result given; & = joins results of further samples; [ ] = remark or other dose. Unless noted, calls come from the whole dose curve; as a rule, active = well fitted curve in the direction sought with a large enough effect; inconclusive = small, poorly fitted or top-dose-only effect, or another doubt; inactive = no such curve, though single readings can be large; an effect the other way counts as inactive or inconclusive.

The line under a structure holds: TRPV1 ag | RORgamma inh | ELG1 repair inh | Rab9 prom act | BRCA1 expr up | Tb PFK inh | Gal4-VP16 FLuc | NPC1 promoter act | FLuc counter | ELG1 genotoxic | p53 reactivation
- Cn1c(SCC(=O)NCCc2ccccc2)nnc1-c1ccco1
→ -0.3 | -1.3% | -0.2% | -7.5% | -12.4% | -1.0% | -4.9% | -3.1% | 3.6% | -1.5% | 0.1%
- CN1CCN(CCCn2cnc3c(=O)oc4ccccc4c32)CC1
→ -4.5 | -21.0% | 0.8% | -2.6% | 10.6% | -2.5% | -5.0% | -3.5% | 1.8% | 2.8% | 1.8%
- Cc1ccc(CN2C(=O)N/C(=C/c3ccc(-c4ccc(C(=O)O)cc4)o3)C2=O)cc1
→ -2.1 | 3.5% | -2.7% | -10.9% | -13.3% | 0.0% | 4.7% | -3.6% | 2.0% | -4.4% | 0.0%
- Cc1cc(=O)oc2cc(NC(=O)c3cc4ccccc4o3)ccc12
→ -2.8 | 37.0% | u | 21.2% | x | -4.9% | -4.5% | u | -17.0% | u | 28.4%
- Cn1c(=O)[nH]c(=O)c2c1nc(NCc1ccccc1)n2CCCc1ccccc1
→ 1.2 | -4.7% | -0.6% | 3.7% | -30.5% | -0.4% | -29.1% | 4.3% | -2.3% | 16.1% | -5.0%
- Cc1cc(NC(=O)CSc2nc3c(c(=O)n2C)SCC3)no1
→ 0.7 | 14.1% | 8.2% | 6.0% | 0.6% | 0.9% | 1.8% | 2.0% | 3.9% | 2.3% | 13.8%
- O=c1[nH]cnc2sc3c(c12)CCN(Cc1ccccc1)C3
→ 0.6 | -11.8% | u | 0.5% | 9.1% | 4.4% | -5.8% | -3.3% | 1.5% | -6.7% | -4.3%
- COC(CNC(=O)c1ccc(CS(=O)(=O)c2ccc(C)cc2)o1)OC
→ 1.1 | 4.2% | 4.2% | -8.6% | 3.5% | -0.1% | -4.6% | 0.4% | -1.9% | 0.9% | 7.7%
- Cc1cc(NC(=O)c2nn(C)c(C)c2Br)no1
→ 1.1 | -21.0% | u | 2.82µM* | 53.4% | 0.1% | 16.3% | u | u | u | u
- COC(=O)CSc1n[nH]c(-c2cccnc2)n1
→ -2.0 | 11.6% | -6.2% | 1.8% | -4.1% | 1.4% | 2.6% | -2.3% | 1.0%[2.3 µM] | -1.5% | -8.1%
- COC(=O)C1=C(CSc2nncn2C)NC(=O)NC1c1cc(C)ccc1C (centres undefined)
→ -2.4 | -3.1% | 9.7% | -5.1% | -20.5% | -1.2% | -2.0%[0.365 µM] | -3.5% | -0.1% | -2.1% | 0.4%
- CCc1nn(CC(=O)NCCC(C)C)c(=O)c2cc3c(OC)cccc3n12
→ 1.2 | 6.4% | 17.3% | 7.1% | -1.2% | -11.7% | -7.1% | -8.0% | 2.4% | 0.2% | 0.2%
- CC(=O)c1ccc(S(=O)(=O)N(Cc2cc3cc4c(cc3[nH]c2=O)OCCO4)CC2CCCO2)cc1 (centres undefined)
→ -0.3 | -28.1% | u | 27.7% | u | 3.8% | 2.8% | 16.7% | u | u | u
- CC[C@@]1(C(=O)OC)N[C@H](CN(C)C(C)=O)[C@@H]2C(=O)N(Cc3ccccc3)C(=O)[C@@H]21
→ x | x | 14.6% | x | 1.1% | 5.3% | x | x | x | 0.8% | 12.9%
- Nc1ccccc1NC(=O)c1ccccc1N
→ 6.4 | -34.4% | 25.9% | 17.1% | u | -5.2% | 1.0% | 10.8% | -22.5% | 0.7% | 27.3%
- Nc1cc2c(cc1C(=O)c1ccc(Cl)cc1)OCCO2
→ 13.7 | -3.9% | 6.8% | 10.5% | -31.9% | 4.5% | -15.3% | -7.1% | 2.8% | 1.5% | -1.8%
- C=CCSc1nc(-c2ccccc2)c(C#N)c(=O)[nH]1
→ -5.6 | 9.4% | -11.4% | 2.2% | 0.2% | 2.6% | -3.7% | 1.6% | 2.7% | -18.3% | 6.9%
- Cc1ccc(S(=O)(=O)CCC(=O)OCC(=O)NC(N)=O)cc1
→ -1.4 | 2.3% | u | -2.0% | 6.5% | 1.1% | -1.8% | -2.9% | 0.5% | 2.9% | 14.6%
- COc1ccccc1-c1nc2ccccc2nc1-c1ccccc1OC
→ 0.2 | -0.7% | -26.0% | -11.4% | -19.6% | 1.0% | -0.8% | -2.1% | 0.8% | -1.5% | -2.2%
- COC(=O)c1ccc(NS(=O)(=O)c2cc3c4c(c2)CCN4C(=O)CC3)cc1
→ -3.3 | x | -3.0% | -9.1% | 13.5% | -10.8% | x | -0.7% | 2.8% | 13.9% | 1.5%

The listing continues:
The line under a structure holds: TRPV1 ag | RORgamma inh | ELG1 repair inh | Rab9 prom act | BRCA1 expr up | Tb PFK inh | Gal4-VP16 FLuc | NPC1 promoter act | FLuc counter | ELG1 genotoxic | p53 reactivation
- O=C(c1ccc(CS(=O)(=O)c2ccc(Br)cc2)o1)N1CCN(c2ccc(F)cc2)CC1
→ -2.3 | 14.2% | -5.1% | -1.1% | -25.3% | 1.5% | 4.1% | -4.2% | 0.3%&-10.2% | -14.6% | 2.2%
- CC(C)C[C@H](N)c1nnc(S(=O)(=O)Cc2cccc(F)c2)o1
→ -1.3 | 6.31µM* | 18.1% | -4.4% | -17.9% | -1.8% | u | 1.4% | -0.1% | -1.6% | -22.2%
- OC(CNCCNc1ncccc1C(F)(F)F)COc1ccc(F)cc1 (centres undefined)
→ 7.8 | -9.1% | -0.6% | -8.2% | -16.4% | 1.7% | 8.2% | 1.3% | -0.1% | -1.3% | -3.5%
- O=C(c1cc(=O)[nH]c2ccccc12)N1CCc2ccccc2C1
→ 2.7 | -4.8% | -2.3% | -3.2% | -34.5% | 0.6% | 3.3% | -6.3% | -1.8% | 2.0% | -1.8%
- Clc1c(-c2nnc3n2CCCCC3)sc2ccccc12
→ -4.1 | 8.8% | u | 9.9% | 58.2% | -3.7% | 7.8% | 12.1% | -21.8% | 10.9% | -0.9%
- Cn1c(NC(=O)C[n+]2cc(-c3ccc(Cl)c(Cl)c3)n3c2CCC3)cc(=O)n(C)c1=O
→ -0.4 | 5.4% | 1.9% | -2.1% | -14.7% | -4.2% | 1.0% | -2.0% | 8.5% | 2.2% | -5.8%
- Cc1nn(Cc2ccc([N+](=O)[O-])cc2)c(=O)n1-c1cccc(Cl)c1
→ u | 6.6% | -14.5% | -4.1% | -2.0% | -13.2% | -12.1% | -0.9% | 0.8% | -2.1% | -2.7%
- Cc1ccc(NC(=O)CC2(CC(=O)O)CCCC2)cc1
→ 0.7 | 0.7% | 0.3% | -2.2% | 2.6% | -1.9% | 5.5% | 0.4% | -19.1% | 0.3% | 4.6%
- CS(=O)(=O)N1CCc2cc(C(=O)Nc3ccccc3Br)ccc21
→ u | 1.0% | u | u | u | -0.3% | 24.9% | u | u | 15.4% | 10.4%
- CC(=O)c1ccc(S(=O)(=O)N2CCNCC2)cc1
→ -2.4 | 4.1% | 14.6% | -7.5% | 0.3% | -5.4% | 1.8% | -1.9% | 1.0% | 1.0% | -1.3%
- Cc1cc(C)n(-c2ccc(Cl)c(Cl)c2)n1
→ 4.2 | -0.5% | -10.1% | -16.5% | -0.7% | u | -9.2% | -3.0% | -17.3% | 1.2% | 1.5%
- CN(C)c1ccc(CN(C(=O)c2cc3ccccc3oc2=O)C2CCS(=O)(=O)C2)cc1 (centres undefined)
→ -0.1 | 17.1% | u | u | u | -0.9% | -12.8% | 2.82µM* | 12µM* | u | 13.5%
- CCN1C(=O)[C@H]2[C@@H](c3ccc(-c4ccc(Cl)c(Cl)c4)cc3)N[C@@](Cc3ccccc3)(C(=O)OC)[C@H]2C1=O
→ 0.7 | x | -1.6% | -8.8% | 0.0% | -10.9% | x | -5.2% | -1.4% | -2.2% | 7.1%
- CC(=O)Nc1ccc(/C=N/NC(=O)CNC(=O)c2ccccc2)cc1
→ 0.5 | 2.8% | 6.0% | -1.7% | -2.9% | -1.1% | 2.4% | -1.3% | 0.0% | 0.3% | 9.2%
- COCCNc1c2c(nc3c(-c4ccccc4)c(C)nn13)CCC2
→ u | -39.8% | u | -1.6% | 0.9% | -6.5% | -3.3% | -3.2% | -2.5% | -3.1% | 5.1%
- Cc1ccc(-c2csc(N(CC3CCCO3)C(=O)c3ccco3)n2)cc1 (centres undefined)
→ 5.0 | 10.9% | u | 0.6% | 33.6% | 3.2% | -1.5% | 12.2% | -4.4% | 1.6% | -6.0%
- CCc1c(C)nc(N2CCN(c3ccc(OC)cc3)CC2)[nH]c1=O
→ -0.9 | -6.9% | 1.6% | -5.5% | -0.7% | 1.1% | -3.5% | -9.9% | 1.0% | -0.4% | x
- CC1CCCC(C)N1c1nnc(N)s1 (centres undefined)
→ -0.2 | -14.2% | 6.1% | -2.0% | 8.5% | -7.0% | -5.4% | 0.5% | -0.7% | 1.0% | -3.1%
